# ABHD5-PLIN5 inh – ABHD5-PLIN5 protein interaction inhibition; Q00G26+Q8WTS1; Split G. princeps luciferase complementation, luminescence, 4 h; inhibition, % at 4 µM; hit rate 0.78% among 360,000;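 active means inhibition above the mean inhibition across every tested compound plus 3 SD, cut at about 22% in these data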;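 further: 0% = DMSO only wells and the 100% control is not disclosed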
# NR2F2 inh – blocks human COUP-TFII nuclear receptor; P24468; HEK293T NGFI-A luciferase reporter, luminescence; inhibition, % at 8.6 µM; hit rate 0.7% among 370,000;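 active means inhibition above a per-plate cutoff, mean inhibition of test wells between control levels plus 3 SD, cut at about 38% in these data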;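 further: cells cotransfected with COUP-TFII expression vector driving the NGFI-A reporter; 0% = median of COUP-TF2 test wells and 100% = reporter-only cells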
# Target sequence (P24468 whole entry, looked up): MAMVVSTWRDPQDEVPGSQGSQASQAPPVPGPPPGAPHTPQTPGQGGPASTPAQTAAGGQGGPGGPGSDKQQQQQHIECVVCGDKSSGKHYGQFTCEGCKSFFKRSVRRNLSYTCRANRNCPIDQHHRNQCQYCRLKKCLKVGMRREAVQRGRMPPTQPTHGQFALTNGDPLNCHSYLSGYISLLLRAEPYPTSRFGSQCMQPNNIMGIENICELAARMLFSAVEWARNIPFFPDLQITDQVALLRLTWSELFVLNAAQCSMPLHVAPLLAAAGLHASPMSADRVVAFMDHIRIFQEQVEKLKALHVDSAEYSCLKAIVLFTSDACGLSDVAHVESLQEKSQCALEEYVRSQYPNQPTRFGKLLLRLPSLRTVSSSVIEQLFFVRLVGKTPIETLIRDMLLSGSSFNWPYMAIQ
# Granule exo inh – lytic granule exocytosis inhibition; inhibition, % at 10 µM; AID 651702; hit rate 0.66% among 360,000; TALL-104 LAMP-1 surface exposure, flow cytometry; cells stimulated with thapsigargin and PMA;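 active means inhibition above about 55%, limit read from the data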
# NCOA3 inh – human NCOA3 inhibition; HEK293 GAL4-SRC3 luciferase reporter, luminescence; inhibition, % at 3.6 µM; hit rate 0.17% among 360,000; AID 588352;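 active means inhibition above a per-campaign cutoff, the mean of all compounds plus 3 SD, cut at about 60% in these data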;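 further: 0% = DMSO-treated cells and 100% = gossypol-treated cells at 36 µM; higher means less SRC3-driven luciferase light from the GAL4 reporter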
# TWEAK Fn14 block – inhibitors of TWEAK-Fn14 interaction signaling. TWEAK-stimulated Fn14 reporter cells, luciferase luminescence, 8 h. inhibition, % at 10 µM. hit rate 2% among 360,000; in the data active means inhibition above about 50%
# TROY signal inh – inhibitors of TROY-dependent NF-kB signaling | Q293 LMP1-TROYcd NF-kB luciferase reporter, 4 h | inhibition, % at 10 µM | hit rate 0.98% among 360,000;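 active means compounds whose plate-normalised and pattern-corrected inhibition of the luciferase reporter signal at the single screening dose is 50% or more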
# NCOA1 inh – human NCOA1 inhibition. inhibition, % at 3.6 µM. HEK293 GAL4-SRC1 luciferase reporter, luminescence. hit rate 0.12% among 360,000. Q15788. AID 588354;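 active means inhibition above the campaign mean plus 3 SD, with each screening campaign given its own cutoff, cut at about 60% in these data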;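 further: 0% = DMSO treated cells and 100% = gossypol at 36 µM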
# NR5A2 inv ag – suppresses constitutive activity of human LRH-1 | hit rate 0.13% among 360,000 | HEK293T StAR-luciferase reporter, LRH-1 transfected, 24 h | inhibition, % at 3.6 µM | AID 602396;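 active means inhibition above the mean inhibition of all tested compounds plus 3 SD, cut at about 73% in these data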;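 further: 0% = DMSO wells and 100% = reporter-only cells lacking LRH-1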
# Target sequence (O00482 whole entry, looked up): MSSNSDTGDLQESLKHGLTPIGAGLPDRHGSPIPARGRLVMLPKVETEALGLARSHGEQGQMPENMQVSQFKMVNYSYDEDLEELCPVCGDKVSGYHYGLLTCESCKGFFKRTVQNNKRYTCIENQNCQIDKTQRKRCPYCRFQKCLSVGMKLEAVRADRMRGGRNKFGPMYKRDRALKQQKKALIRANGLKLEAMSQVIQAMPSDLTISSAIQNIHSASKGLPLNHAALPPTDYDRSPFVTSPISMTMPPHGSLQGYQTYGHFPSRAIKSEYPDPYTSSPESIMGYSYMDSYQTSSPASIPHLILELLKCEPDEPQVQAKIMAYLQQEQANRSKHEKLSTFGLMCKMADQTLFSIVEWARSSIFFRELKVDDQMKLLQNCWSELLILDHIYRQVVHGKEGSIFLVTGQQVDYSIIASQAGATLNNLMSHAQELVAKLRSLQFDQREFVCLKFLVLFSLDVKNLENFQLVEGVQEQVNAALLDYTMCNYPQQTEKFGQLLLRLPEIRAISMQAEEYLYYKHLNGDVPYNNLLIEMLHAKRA
# SRC2 inh – inhibits human steroid receptor coactivator 2 | Q15596 | HEK293 GAL4-SRC2 luciferase reporter, luminescence | inhibition, % at 9 µM | hit rate 0.17% among 370,000;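 active means inhibition above the mean inhibition of all tested compounds plus 3 SD, set per campaign, cut at about 52% in these data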;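 further: 0% = DMSO treated cells and 100% = cells given Gossypol at 36 µM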
# NOD2-RIPK2 inh – blocks binding of human NOD2 to RIPK2. O43353. CHO BLA complementation NOD2-RIPK2, CCF4 ratio. inhibition, % at 4.98 µM. hit rate 0.38% among 360,000. AID 624267; in the data active means inhibition above about 21%;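 further: 0% = vehicle only and 100% = reference blocker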
# TLR9-MyD88 inh – blocks human TLR9 binding to MyD88; Q9NR96+Q99836; CHO BLA complementation TLR9-MyD88, CCF4 FRET ratio; inhibition, % at 4.98 µM; hit rate 0.21% among 340,000; AID 504734;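 active means inhibition above the mean over all tested compounds plus 3 SD, cut at about 21% in these data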;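 further: 0% = DMSO only wells and 100% = clavulanate BLA inhibitor control wells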
# The depositor's hits bear a star; . = not tested or not shown.
SMILES,ABHD5-PLIN5 inh,NR2F2 inh,Granule exo inh,NCOA3 inh,TWEAK Fn14 block,TROY signal inh,NCOA1 inh,NR5A2 inv ag,SRC2 inh,NOD2-RIPK2 inh,TLR9-MyD88 inh
Cc1ccccc1NC(=O)C(=Cc1ccc(C(=O)O)cc1)C(=O)Nc1ccccc1C,27*,13,15,33,78*,16,24,37,30,3,-2
COC(=O)c1sc2nc(CN3CCOCC3)nc(N3CCOCC3)c2c1C,-4,-3,0,-22,8,7,-3,4,-19,-3,-4
Cc1cc(NS(=O)(=O)c2ccc(NC(=O)COc3ccc(Br)cc3)cc2)nc(C)n1,-4,0,-3,15,9,-8,-18,5,-7,-5,-1
CN(C(=O)CN1CCN(c2cc(-c3ccc(OCc4ccccc4)cc3)ncn2)CC1)c1ccccc1,5,61*,-4,14,14,25,20,44,18,-10,.
CC(C)[C@H](NC(=O)[C@@H]1Cc2ccccc2CN1C(=O)OC(C)(C)C)C(=O)NCC1CCCO1 (stereo not given in full),-1,6,-7,-9,0,-14,4,-5,-23,1,-2
CCOC(=O)CCP(=O)(O)C(O)(c1ccccc1)c1ccccc1,1,-8,15,16,-6,-16,-11,7,-16,-9,4
COc1ccc(S(N)(=O)=O)cc1C(=O)NNC(=O)C1COc2ccccc2O1 (stereo not given),13,-25,0,-18,-6,-7,1,-14,-6,-14,-9
CC(=O)Cn1ncc(N(C)Cc2ccccc2)c(Cl)c1=O,9,-30,1,-53,-17,-17,-15,-41,-21,3,-2
Cc1[nH]c2ccccc2c1C(=O)C(=O)N1c2ccccc2CC1C (stereo not given),6,19,9,-23,6,6,-11,-8,20,0,2
CC1(C(=O)NS(=O)(=O)C2CC2)CCCN(C(=O)CSc2ccccc2)C1 (stereo not given),3,15,-3,-5,-11,-5,-15,-3,-30,-4,.
CCOc1ncccc1C(=O)OCC(=O)NCCc1ccc(S(N)(=O)=O)cc1,8,-11,3,-22,-10,4,-22,-15,11,0,-1
Cn1nnc(NC(=S)NC(=O)/C=C/c2ccco2)n1,24*,2,2,14,-3,-8,8,-20,-3,5,1
Cc1ccc2nc(SCC(=O)NC3CCCC3)nc(=O)n2c1,1,-10,-5,-6,-6,-2,-7,4,7,-6,0
O=c1oc2ccccc2c(N2CCCC2)c1[N+](=O)[O-],2,21,4,-3,5,2,1,-8,9,-8,2
CC(C)CC(=O)Nc1nnc(SCC(=O)Nc2ccc3c(c2)OCO3)s1,1,15,0,-18,-8,-2,-2,3,-27,-8,-2
CC(=O)c1ccc(OC(=O)c2ccc(Br)o2)cc1,1,8,1,-16,7,13,-11,-9,-6,-11,4
CC1(C)C(=O)OC(c2cccs2)C2(CCCCC2)C1=O (stereo not given),-1,5,-2,23,4,-1,1,-33,-7,0,6
c1ccc([C@H]2CNCCN2CCc2cccc3ccccc23)cc1,13,-6,-4,1,13,13,4,0,3,-6,5
COc1ccc(S(=O)(=O)NC(C(=O)NCCc2ccccn2)C(C)C)cc1 (stereo not given),-3,13,0,3,-10,-1,-13,5,5,-6,-10
Nc1cc2ccncc2c2ccccc12,-21,36,24,60,83*,57*,67*,66,40,-4,10

# Complete entries from above.
# c1ccc([C@H]2CNCCN2CCc2cccc3ccccc23)cc1 as listed: ABHD5-PLIN5 inh: 13; NR2F2 inh: -6; Granule exo inh: -4; NCOA3 inh: 1; TWEAK Fn14 block: 13; TROY signal inh: 13; NCOA1 inh: 4; NR5A2 inv ag: 0; SRC2 inh: 3; NOD2-RIPK2 inh: -6; TLR9-MyD88 inh: 5
# CC(=O)c1ccc(OC(=O)c2ccc(Br)o2)cc1 as listed: ABHD5-PLIN5 inh: 1; NR2F2 inh: 8; Granule exo inh: 1; NCOA3 inh: -16; TWEAK Fn14 block: 7; TROY signal inh: 13; NCOA1 inh: -11; NR5A2 inv ag: -9; SRC2 inh: -6; NOD2-RIPK2 inh: -11; TLR9-MyD88 inh: 4

# More compounds follow:
SMILES,ABHD5-PLIN5 inh,NR2F2 inh,Granule exo inh,NCOA3 inh,TWEAK Fn14 block,TROY signal inh,NCOA1 inh,NR5A2 inv ag,SRC2 inh,NOD2-RIPK2 inh,TLR9-MyD88 inh
O=C(COC(=O)[C@@H]1CCCN1C(=O)c1cccs1)Nc1ccc(F)cc1[N+](=O)[O-],-3,18,-5,22,1,10,-2,-1,-4,4,-6
CCN(CC)C(=O)Cn1cc(C(=O)C(=O)N2CCN(Cc3ccccc3)CC2)c2ccccc21,8,6,-14,28,5,-9,13,2,8,-2,-2
CC(NCCS(=O)(=O)c1ccc(Cl)cc1)c1cccc(Cl)c1 (stereo not given),5,-30,28,6,-10,-9,-11,18,5,-1,-11
Cc1cc(Cl)ccc1OCC(=O)OC(C)C(=O)N(C)C (stereo not given),3,2,-1,-16,-1,-6,-1,-2,-11,-9,5
O=C(C[C@@H]1C/C=C\C[C@@H](Cc2ccc(F)cc2)C(=O)OC[C@H]2CCCN2C1=O)N[C@H](CO)Cc1ccccc1,8,3,0,8,22,7,-21,3,-33,-11,-11
O=C1/C(=C\c2cccs2)SC(=S)N1C1CCS(=O)(=O)C1 (stereo not given),0,-2,-5,14,17,9,9,20,-13,-6,-10
COC(=O)C1=CN(Cc2ccc(OC)c(OC)c2)C=C(C(=O)OC)C1c1ccc(O)cc1,2,-2,10,-8,-24,16,0,7,1,5,-1
Cc1ccc(NC(=O)COC(=O)Cn2c(C)csc2=O)cc1C,0,12,4,-17,5,-25,-9,8,2,-3,0
Cc1cc(=O)[nH]c(=S)[nH]1,-7,15,-9,13,-17,8,-2,-3,-3,-8,-7
Cc1ccc(-c2ccc(CCC(=O)O)n2C(C)C)cc1,-2,10,0,-3,-10,5,-8,3,20,-7,-12
CC(=O)Nc1ccc(NC(=O)CN2CCN(c3cccc(C(F)(F)F)c3)CC2)cc1,0,.,-4,18,-21,-9,9,-2,.,-1,-7
CN(Cc1nccs1)C(=O)c1ccc(OC2CCN(Cc3ccccn3)CC2)cc1,-7,4,-3,4,0,13,-11,1,-9,-2,1
Cc1cc(NC(=O)c2cc(C3CC3)on2)n(-c2ccccc2)n1,3,-3,2,-5,2,9,5,16,-3,-2,2
CC(=O)NCCNc1nc2cc(-c3cscc3C)sc2c(=O)n1C,3,1,23,-27,1,-11,-24,18,-4,-3,.
CC1CCc2nc3ccc(S(=O)(=O)N4CCC(C(=O)O)CC4)cc3c(C(=O)O)c2C1 (stereo not given),-2,16,-6,7,7,-5,-20,3,-8,7,6
CCN1C(=O)CC(NCc2ccc3c(c2)OCO3)C1=O (stereo not given),-3,5,3,4,-13,23,6,20,-18,3,1
CCOC(=O)c1c(C)n(CCNC(C)=O)c2ccc(O)cc12,4,3,-1,-15,7,-16,8,6,0,-12,0
O=C1c2ccccc2C(=O)N1CCCCSc1nnc(-c2ccc(OC(F)F)cc2)o1,0,6,3,13,-34,-5,-3,-9,-25,0,-3
CCN(CC(=O)NC1CCS(=O)(=O)C1)S(=O)(=O)c1ccc(C)c(C)c1 (stereo not given),0,0,2,15,8,-4,12,8,-26,-12,0
CC(=O)N1CCc2ccc(S(=O)(=O)N3CCc4ccccc43)cc21,-1,15,7,15,13,-5,-6,1,3,-3,-3
CCOc1ccccc1NC(=O)Nc1cccc(C(C)=O)c1,10,-15,-2,-8,-16,-27,-27,4,-15,-9,8
Cc1ccccc1NC(=O)c1cccc2c1C(=O)N(C1CCCCC1)C2,7,-11,-2,-3,6,-45,8,10,20,6,4
Cc1onc(-c2ccccc2Cl)c1C(=O)NC(=S)Nc1ccccc1F,-3,3,13,12,-10,-3,2,-4,2,-6,-3
O=C(CCN1C(=O)/C(=C/c2ccccc2Cl)SC1=S)Nc1cccnc1,-1,-7,6,-24,-8,57*,-29,-3,-9,-3,-8
OC1COC(c2ccccc2)OC1C(O)C1OC(c2ccccc2)OCC1O (stereo not given),1,-2,0,-11,0,-3,8,10,-8,-7,0
CCCCc1nnc(NC(=O)COC)s1,1,-6,-3,8,8,5,-1,-13,-16,-1,5
C=CCn1c(SCC(=O)Nc2ccccc2C)nc(O)cc1=O,7,15,-2,-18,5,-16,-4,61,-22,-15,5
CCN(CC)C(=O)c1cccc(-c2csc(C(O)c3ccccc3)n2)c1 (stereo not given),-8,15,-3,-12,12,28,-5,9,12,-1,.
O=C(Nc1cccc(C(F)(F)F)c1)Nc1ccon1,1,2,-1,-2,23,-9,12,15,23,-10,-24
O=C(Nc1ccccc1)N(CCCN1CCOCC1)Cc1cccs1,5,6,-4,8,-14,-11,-7,11,-25,-7,0
Cc1ccc(Cn2cc(S(=O)(=O)c3ccc(Cl)cc3)c(=O)c3cc(F)ccc32)cc1,-4,-10,7,4,-4,10,11,1,1,-4,4
COc1ccccc1C(=O)Nc1ccnn1C1CCN(C(C)CSC)CC1 (stereo not given),-3,-8,5,3,-28,-15,3,-2,-17,4,-12
O=c1c2ccccc2nc2c3ccccc3c(NCc3ccco3)nn12,6,-6,-1,-19,-13,-56,-16,-11,-36,-1,-2
COc1ccc(N2CCN(C(=O)CSc3nnc4c(C)cc5c(C)cc(C)cc5n34)CC2)cc1,-2,8,-4,-5,27,-4,-36,10,-38,-1,-5
CCOC(=O)c1ccccc1C(=O)N1CCOCCOCCOCC1,-2,7,0,5,-8,-9,-2,9,-29,-4,3
O=C(c1cc(-c2ccccc2)nc2ccccc12)N1CCOCC1,0,-4,-7,-15,14,-8,-32,-3,9,1,-14
CCn1c(SCC(=O)NC(C)C(C)C)nc2cc(S(=O)(=O)N3CCOCC3)ccc21 (stereo not given),3,-3,-3,14,8,15,-5,-19,-8,4,-5
CCOc1ccc(C(CC(=O)O)NC(=O)c2ccco2)cc1OC (stereo not given),-1,-13,20,17,-7,23,-1,5,1,-10,-10
CCN1CCN(S(=O)(=O)c2ccc(OC)cc2)CC1,4,8,2,5,24,7,-17,6,1,7,14
Cc1cccc(NC(=S)NNC(=O)c2nn(C)cc2Cl)c1,-6,-25,-2,-43,-24,-36,-35,-38,-39,-2,8
CCOCCCn1c(SCC(=O)N(C)C2CCS(=O)(=O)C2)nc2ccccc2c1=O (stereo not given),-9,-1,-3,4,-3,-4,3,-18,13,6,3
CN(C)/C=C/C(=O)c1ccc(-c2ccc(Cl)cc2Cl)o1,1,-2,-2,-36,-35,-17,-67,-34,-11,-2,6
O=S(=O)(O)c1ccc2c(c1)C(C(Cl)(Cl)Cl)OC(C(Cl)(Cl)Cl)O2 (stereo not given),-5,-1,4,-3,9,-2,14,6,-21,-1,7
O=C(Nc1cccc(F)c1)c1ccccc1-c1ccccc1,3,-6,-10,12,3,4,2,12,-13,11,-8
CC(=O)Nc1ccc(NC(=S)NC(=O)C2CC2)cc1,8,-22,-1,-30,-4,-4,-10,-43,-2,1,0
Cc1ccc(C(CC(=O)N2CCCC2)c2ccccc2)c(O)c1 (stereo not given),9,9,4,4,26,-4,-8,9,26,-12,-13
O=C1OCC(c2ccccc2)=C1c1ccc(S(=O)(=O)N2CCOCC2)s1,1,7,0,-3,32,-14,1,-1,1,7,-9
CC(=O)c1sc(NC(=O)C=C(C)C)nc1C,-1,-44,2,-36,-12,-39,-32,-24,-46,-1,-4
CC(C)c1nc(Cl)c(C#N)c2c1CCC2,-8,23,-2,16,21,0,-8,-14,-9,3,4

# This is a subset, so the mix of outcomes need not match the whole.
